PMI activator – phosphomannose isomerase (human) activation. P34949. AID 1214. activation factor at 20 µM. purified human PMI, coupled resazurin fluorescence, 20 min; active compounds read high; 1 = vehicle control, 0 substrate-free wells. actives 0.005% (n = 190,000);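 active = activation factor of 2 or more at 20 µM, relative to plate controls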
Target sequence (P34949 whole entry, looked up): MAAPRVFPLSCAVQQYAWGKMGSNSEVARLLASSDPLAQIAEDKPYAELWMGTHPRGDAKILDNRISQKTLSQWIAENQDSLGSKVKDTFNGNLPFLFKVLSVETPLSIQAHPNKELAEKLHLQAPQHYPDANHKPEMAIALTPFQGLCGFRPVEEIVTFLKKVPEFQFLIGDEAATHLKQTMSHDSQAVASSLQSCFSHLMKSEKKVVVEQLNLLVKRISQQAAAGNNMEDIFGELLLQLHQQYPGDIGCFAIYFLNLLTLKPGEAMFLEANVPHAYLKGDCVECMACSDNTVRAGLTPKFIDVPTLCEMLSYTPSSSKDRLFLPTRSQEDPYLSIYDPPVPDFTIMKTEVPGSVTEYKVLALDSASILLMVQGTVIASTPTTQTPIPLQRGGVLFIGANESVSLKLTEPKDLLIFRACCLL
TNAP act hi DEA – activators of human TNAP at high phosphate acceptor concentration | purified TNAP, CDP-star luminescence, 1 M DEA, 30 min; active compounds read high; 0 = EDTA background, 1 = DMSO-only activity | activation factor at 20 µM | 200,000 tested, under 10 active | AID 1136;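 active = activation factor at least 2 at 20 µM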
Target sequence (P05186 whole entry, looked up): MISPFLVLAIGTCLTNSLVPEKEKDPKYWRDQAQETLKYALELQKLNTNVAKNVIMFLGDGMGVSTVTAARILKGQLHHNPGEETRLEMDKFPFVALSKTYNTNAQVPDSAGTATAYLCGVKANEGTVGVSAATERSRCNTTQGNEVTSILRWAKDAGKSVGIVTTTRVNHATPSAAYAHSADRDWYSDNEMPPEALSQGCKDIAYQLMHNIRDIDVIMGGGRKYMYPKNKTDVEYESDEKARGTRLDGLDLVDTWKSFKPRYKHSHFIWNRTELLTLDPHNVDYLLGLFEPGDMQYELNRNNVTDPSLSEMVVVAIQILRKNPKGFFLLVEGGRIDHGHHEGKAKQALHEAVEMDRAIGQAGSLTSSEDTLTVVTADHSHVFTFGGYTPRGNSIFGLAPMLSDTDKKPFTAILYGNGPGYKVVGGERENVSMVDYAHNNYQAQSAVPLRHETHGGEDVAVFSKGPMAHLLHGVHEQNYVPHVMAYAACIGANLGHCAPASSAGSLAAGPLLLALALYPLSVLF
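Measured by: Luminescent substrate turnover signal | Test system: Human TNAP | Input: TNAP 1/800 final | Dosing: 20 µM single point | Schedule: 30 min, room temperature | Controls: EDTA wells as negative control, DMSO wells as positive control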
bIAP inhibitor – intestinal alkaline phosphatase (bovine) inhibition; purified bovine IAP, CDP-star luminescence, 30 min; inhibition, % at 20 µM; 190,000 tested, under 10 active;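 active = over 50% inhibition of intestinal alkaline phosphatase at 20 µM in the single-dose screen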
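Incubation: 30 min reaction at room temperature / Material: purified bovine intestinal alkaline phosphatase (IAP) enzyme / Input: enzyme at 1/65,000,000 dilution / Dosing: 20 µM single dose / Signal: CDP-star luminescence signal / Reagent: CDP-star chemiluminescent phosphatase substrate, 30 µM final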
TNAP inh noacc – inhibitors of human TNAP without phosphate acceptor | purified TNAP, CDP-star luminescence, 30 min | P05186 | inhibition, % at 20 µM | actives 0.26% (n = 200,000) | AID 1012;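 active = tissue-nonspecific alkaline phosphatase inhibition above about 50% at 20 µM in the single-dose screen, limit read from the data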;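 also: 0% = DMSO negative control and 100% = EDTA positive control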
L major viab – inhibitors of Leishmania major promastigote growth | AID 1063 | Leishmania major promastigotes, resazurin fluorescence viability | inhibition, % at 10 µM | actives 9% (n = 200,000); in the data active = inhibition above about 50%;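 also: promastigotes grown with compound for 44 hours at 28 °C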
bIAP activator – intestinal alkaline phosphatase (bovine) activation. purified bovine IAP, CDP-star luminescence, 30 min; active compounds read high; fold of DMSO-control signal, blank-subtracted. activation factor at 20 µM. actives 0.17% (n = 200,000). AID 1016;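 active = activation factor of 2 or more at 20 µM, a signal rise over negative controls twice the positive control's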
TNAP inh hi DEA – inhibitors of human TNAP at high phosphate acceptor concentration. AID 1135. inhibition, % at 20 µM. purified TNAP, CDP-star luminescence, 1 M DEA. P05186. actives 0.03% (n = 200,000);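 active = over 50% inhibition of tissue-nonspecific alkaline phosphatase at 20 µM in the single-dose screen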;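 also: plate controls were DMSO wells for no effect and EDTA-quenched wells as full inhibition for full effect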
Diaphorase act – counter-screen for diaphorase-based assays: diaphorase activators and chemical reducers. activation factor at 20 µM. AID 1229. Diaphorase/resazurin coupled assay, resorufin fluorescence, 16 min; active compounds read high; 1 = vehicle wells, 0 = NADH-free wells. actives 0.005% (n = 190,000);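 active = diaphorase activity raised at least twofold by the compound at 20 µM; inactive = activation factor below 2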
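Measured by – red resorufin fluorescence at 544/590 nm excitation/emission · Test system – Clostridium kluyveri diaphorase, purified enzyme · Incubation – reaction time 16 min, room temperature · Buffer or medium – 50 mM HEPES pH 7.4 with 4.542 mM MgCl2, 0.005% Tween 20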
Diaphorase inh – diaphorase inhibition or chemical oxidation counter-screen; diaphorase resazurin-to-resorufin fluorescence, NADH, 16 min; bacterial (C. kluyveri) enzyme, not human; actives 0.69% (n = 190,000); inhibition, % at 20 µM;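 active = primary screen inhibition at 20 µM above a set limit, cut at about 50% in these data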;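 also: plate controls were DMSO with full reaction for no effect and wells lacking NADH for full effect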
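Assay system: diaphorase enzyme from Clostridium kluyveri. Quantity: enzyme working solution with 0.14 U/mL diaphorase. Schedule: reaction incubation of 16 min at room temperature. Technique: resorufin fluorescence, excitation 544 nm, emission 590 nm. Controls: No-NADH positive control and DMSO neutral control.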
PMI act satM6P – activators of human phosphomannose isomerase at near-saturating mannose 6-phosphate. P34949. coupled PMI enzyme assay, resazurin fluorescence, 20 min; active compounds read high; 1 = untreated enzyme, 0 = substrate-free blank. activation factor at 20 µM. actives 0.34% (n = 190,000). AID 1216;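 active = activation factor of 2 or more at 20 µM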
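Test system: human phosphomannose isomerase with PGI, G6PDH, diaphorase coupling enzymes; Amount: PMI at 15 ng/mL final; Reagent: Mannose-6-phosphate 1.0 mM (near-saturating) plus 0.22 mM NADP+; Timing: 20 min, room temperature; Technique: resorufin fluorescence at Ex 544/Em 590 nm; Dosing: 20 µM single dose.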
* = called active by the depositor; . = no result given. Not a hit list; about 10% have a hit in one of these screens.

Start of the data: the first four records, ahead of the listing:
SMILES | PMI activator | TNAP act hi DEA | bIAP inhibitor | TNAP inh noacc | L major viab | bIAP activator | TNAP inh hi DEA | Diaphorase act | Diaphorase inh | PMI act satM6P
Cc1cc(C)nc(SCc2ccc(F)cc2)n1 | 1 | 1 | -7 | -6 | -6 | 1.1 | -3 | 0.9 | 10 | 0.9
CCOC(=O)c1ccc(NC(=S)N2CCSC2c2ccc(OC)cc2)cc1 (centres undefined) | 1 | 1 | -9 | 2 | 8 | 1.1 | 0 | 1 | -3 | 1.1
COc1cccc(C(=O)NC(=S)Nc2ccccc2N2CCCC2)c1 | . | 1 | 12 | -3 | 2 | 0.9 | -2 | . | . | .
c1ccc(-n2nnnc2-c2cccnc2)cc1 | 1 | 1 | -2 | -2 | -8 | 1 | -3 | 1 | 4 | 0.9

Main list, from the start:
SMILES | PMI activator | TNAP act hi DEA | bIAP inhibitor | TNAP inh noacc | L major viab | bIAP activator | TNAP inh hi DEA | Diaphorase act | Diaphorase inh | PMI act satM6P
Cc1cc(C)nc(SCc2ccc(F)cc2)n1 | 1 | 1 | -7 | -6 | -6 | 1.1 | -3 | 0.9 | 10 | 0.9
CCOC(=O)c1ccc(NC(=S)N2CCSC2c2ccc(OC)cc2)cc1 (centres undefined) | 1 | 1 | -9 | 2 | 8 | 1.1 | 0 | 1 | -3 | 1.1
COc1cccc(C(=O)NC(=S)Nc2ccccc2N2CCCC2)c1 | . | 1 | 12 | -3 | 2 | 0.9 | -2 | . | . | .
c1ccc(-n2nnnc2-c2cccnc2)cc1 | 1 | 1 | -2 | -2 | -8 | 1 | -3 | 1 | 4 | 0.9
COC(=O)CSc1cc(C)nc(NC(C)=O)n1 | 0.9 | 1 | 15 | -16 | -4 | 0.8 | -5 | 0.9 | 12 | 0.9
O=C(CCc1ccccc1)OCC(=O)c1ccc([N+](=O)[O-])cc1 | 1.3 | 1 | -17 | -4 | -16 | 1.2 | -2 | 1 | 1 | 1.2
Cc1ccc(NC(=O)CN(c2ccccc2F)S(C)(=O)=O)cc1 | 1 | 1 | 6 | -13 | -2 | 0.9 | -5 | 1 | 4 | 1
CCN(CC)CC(=O)Nc1ccc(C)cc1Br | 0.9 | 1 | 0 | -7 | -7 | 1 | -4 | 0.9 | 7 | 1
COc1ccc(NC(=O)c2cccnc2SC)cc1S(=O)(=O)N1CCCCC1 | 0.9 | 1 | 12 | -9 | 12 | 0.9 | 1 | 0.9 | 11 | 0.9
Cc1nnc(SCC(=O)N2CC(=O)Nc3ccccc32)n1Cc1ccccc1 | 0.9 | 1 | 3 | -6 | 0 | 1 | -4 | 1 | 1 | 1
CC(C)(C)OC(=O)C(Cc1ccc(OC(C)(C)C)cc1)NC(=O)CNC(=O)OCc1ccccc1 (centres undefined) | 0.8 | 1.1 | 16 | -8 | 17 | 0.8 | -6 | 0.8 | 25 | 0.9
CCn1c(CCC(=O)Nc2nc3c(s2)CCCC3)nc2cc(S(=O)(=O)N(C)C)ccc21 | 0.9 | 1.1 | -11 | -10 | 48 | 1.1 | -10 | 0.9 | 13 | 0.9
CCN(CC)C(=S)SCC(=O)Nc1nc(=O)c2ccccc2s1 | 1 | 1 | 9 | -8 | -1 | 0.9 | 1 | 1 | -4 | 0.9
CCc1ccc(C(=O)/C=C/c2ccc([N+](=O)[O-])o2)cc1 | 1 | 1 | 13 | -6 | 100* | 0.9 | 0 | 0.8 | 22 | 1.1
O=S(=O)(N/N=C/c1ccc(N2CCOCC2)cc1)c1ccc(Br)cc1 | 1.3 | 1 | 4 | -8 | -1 | 1 | -3 | 0.9 | 13 | 1.3
O=C(CN1CCN(CC(=O)Nc2ccccc2Cl)CC1)Nc1ccc2c(c1)OCCO2 | 1.4 | 1.1 | -16 | -7 | 23 | 1.2 | -5 | 0.8 | 15 | 2*
COc1ccc(CN2C(=O)NC(C)(c3ccc(C)cc3)C2=O)cc1F (centres undefined) | 1 | 1 | -8 | -14 | 1 | 1.1 | -4 | 1 | 2 | 1
COCCCN(CC(=O)O)S(=O)(=O)c1ccccc1 | 1.2 | 1.1 | 3 | -7 | -7 | 1 | -8 | 0.9 | 7 | 1.1
COc1ccc(CCNC(=O)CSc2nc(O)c(CC(C)C)c(=O)[nH]2)cc1OC | 1 | 1.1 | -18 | -5 | -11 | 1.2 | -8 | 1 | -2 | 1
O=C(Nc1ccccc1)C1=C[C@@H](c2ccc(Br)cc2)C[C@@H](OCCCCO)O1 | 0.9 | 1 | -19 | -10 | 7 | 1.2 | -2 | 0.4 | 63* | 0.9
CCCNC(=O)/C(=C/c1cn(S(=O)(=O)N(C)C)c2ccccc12)NC(=O)c1ccc(OC)cc1 | 0.8 | 1 | -12 | -2 | -2 | 1.1 | 3 | 0.8 | 21 | 0.9
O=C1c2ccccc2C(Nc2ccc(S(=O)(=O)N3CCCCC3)cc2)N1c1ccccn1 (centres undefined) | 1.2 | 1 | 6 | -3 | 14 | 0.9 | 1 | 0.8 | 15 | 1.2
CC1CCCN(C(C(=O)NC2CCCCC2)c2cc3c(cc2[N+](=O)[O-])OCO3)C1 (centres undefined) | 0.7 | 1 | 30 | -21 | 95* | 0.7 | 0 | 0.8 | 19 | 0.6
CCN(CC)CCOC(=O)C1(c2ccccc2)CCOCC1 | 1.1 | 1.1 | 1 | -10 | 73* | 1 | -5 | 0.9 | 7 | 1.1
O=C(Nc1cccc(-n2cnnn2)c1)c1ccco1 | 0.9 | 1 | -7 | -5 | 95* | 1.1 | -3 | 1 | 5 | 1
O=C(O)/C=C\C(=O)Nc1ccc(N2CCN(c3ccc(Cl)c(Cl)c3)CC2)cc1 | 1 | 1.1 | -8 | -11 | 1 | 1.1 | -6 | 0.6 | 37 | 0.6
CCN(CC)S(=O)(=O)c1ccc(NC(=O)CSc2ncnc3ccccc23)cc1 | 0.8 | 1 | 8 | -11 | 9 | 0.9 | 5 | 0.8 | 17 | 0.8
C=CCc1ccccc1OCCCCN1CCCC1 | 0.9 | 1 | 5 | -8 | 77* | 0.9 | -2 | 0.9 | 13 | 1
Cc1csc(N(C(=O)Cc2ccccc2F)c2ccccc2)n1 | 1 | 1 | 13 | -27 | 9 | 0.9 | -2 | 0.9 | 12 | 1
CCn1cc(Br)c(C(=O)Nc2nccs2)n1 | 1 | 1.1 | 8 | -5 | -2 | 0.9 | -7 | 0.9 | 7 | 1
Cc1ccc(Nc2nc(C)cc(C)n2)c(Br)c1 | 1 | 1 | 6 | -8 | -4 | 0.9 | -4 | 0.9 | 11 | 1
CCn1nc(C)c(C2C(C#N)=C(N)OC3=C2C(=O)CC(C)(C)C3)c1C (centres undefined) | 1 | 1.1 | -6 | -8 | 4 | 1.1 | -7 | 0.9 | 9 | 1
COc1ccc(N2CCN(C(C)C(=O)Nc3nnc(C)s3)CC2)cc1 (centres undefined) | 1 | 1.1 | -2 | -10 | -5 | 1 | -7 | 0.8 | 24 | 0.9
CC(C)NS(=O)(=O)c1ccc2c(c1)oc(=O)n2C | 1 | 1 | 8 | -7 | -5 | 0.9 | -1 | 0.8 | 20 | 1
CN1CCN(C(=S)C(=O)Nc2ccc(Br)cc2)CC1 | 0.9 | 1 | -14 | -6 | -5 | 1.1 | 2 | 0.9 | 9 | 0.9
c1cnc2c(OCc3nc4ccccc4[nH]3)cccc2c1 | 1 | 1.1 | 35 | -19 | 12 | 0.6 | -10 | 1.2 | -22 | 1.2
CCOC(=O)C1=C(C)NC2=C(C(=O)CCC2)C1c1cc(OC)ccc1OC (centres undefined) | 1.1 | 1.1 | -12 | -4 | 0 | 1.1 | -8 | 1.1 | -12 | 1.1
O=C(CSc1ncn[nH]1)N1CCOCC1 | . | 1 | -2 | -4 | -3 | 1 | 0 | . | . | .
COc1ccc(C(=O)NCc2nnc(SCC(=O)Nc3nnc(C)s3)o2)cc1 | 0.9 | 1 | -2 | -13 | -5 | 1 | -1 | 1.1 | -7 | 0.9
CC1(c2ccccc2)NC(=O)N(CC(=O)NC(=O)NCc2ccco2)C1=O (centres undefined) | 1 | 1 | -4 | 0 | -4 | 1 | -5 | 1 | -2 | 1
CCC(NC(=O)N(Cc1ccccc1)Cc1ccc2c(c1)OCO2)(C(F)(F)F)C(F)(F)F | 0.8 | 1 | 23 | -5 | 67* | 0.8 | -2 | 0.8 | 20 | 0.8
CC(C)C[C@H](NC(=O)OC(C)(C)C)c1nnc(SCc2cccc(F)c2)o1 | 0.9 | 1 | -8 | -10 | 69* | 1.1 | -2 | 0.9 | 14 | 1.1
CCNC(=O)CN(c1ccc(CC)cc1)S(C)(=O)=O | 1 | 1.1 | 7 | -15 | -1 | 0.9 | -6 | 0.9 | 10 | 1
CS(=O)(=O)N1CCN(c2ccccc2NC(=O)CSc2nnc(-c3ccco3)o2)CC1 | 1 | 1 | 32 | -8 | -5 | 0.7 | 1 | 1.1 | -6 | 1
O=C(N[C@@H](Cc1ccccc1)C(=O)O)c1c(F)c(F)c(F)c(F)c1F | 1 | 1.1 | 8 | -14 | 0 | 0.9 | -7 | 0.7 | 30 | 1.1
COc1ccc(OC)c2sc(NC(=O)C3=COCCO3)nc12 | 0.9 | 1.1 | 4 | -10 | -3 | 1 | -8 | 0.7 | 31 | 0.8
CCN1CC=C2C(C#N)=C(N)C(C#N)(C#N)C(c3cc(Cl)ccc3Cl)C2C1 (centres undefined) | 0.8 | 1 | -9 | -8 | 65* | 1.1 | 1 | 0.6 | 36 | 0.6
CS(=O)(=O)N1CCC(Oc2ccccc2C(=O)N2CCN(CC3CC3)CC2)CC1 | 1 | 1.1 | 2 | -13 | -3 | 1 | -5 | 1 | -1 | 1.1
CCOc1cc(C)c(S(=O)(=O)Nc2ccc(F)cc2)cc1C | 0.9 | 1 | 30 | -17 | 58* | 0.7 | -1 | 0.8 | 22 | 0.9
O=C(COc1ccccc1Cl)NCCc1ccc2c(c1)OCCO2 | 1 | 1 | 0 | 4 | -4 | 1 | -2 | 1 | 2 | 1
Cc1c(NC(=O)c2cccc(-c3cc4ccccc4oc3=O)c2)cccc1-c1nc2ncccc2o1 | 0.9 | 1 | 6 | 6 | 2 | 0.9 | 0 | 0.8 | 16 | 1
CCOC(=O)C1=C(c2ccccc2)NC(=O)NC1c1cc(Br)c(O)c(OC)c1 (centres undefined) | 1 | 1 | -18 | -4 | 1 | 1.2 | -4 | 1.1 | -10 | 1
CCSc1nc(-c2cccs2)nc2ccccc12 | 0.9 | 1 | 8 | -10 | 1 | 0.9 | -3 | 0.9 | 12 | 0.9

From PubChem BioAssay
